Imprint erasure: induces erasure of genomic imprints in mouse ES cells. mouse ES Peg3-LacZ reporter, beta-gal luminescence, 40 h. Potency, µM (series often up to 60.7 µM), inactives show top-dose activity change, positive = activation, most hits filed as activators. actives 0.02% (n = 110,000). AID 1948;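 note: 0% = negative control wells on the plate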
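Imprint erasure is scored as LacZ activity from the silenced maternal Peg3 allele in feeder-free female ES cells cultured 40 h with LIF. Luminescence is normalized to in-plate negative controls and fitted to the Hill equation.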
p53ts 39C kill: p53ts cell cytotoxicity, nonpermissive temperature; H1299-p53A138V viability at 39C, ATP luminescence, 24 h; Potency, µM (highest dose often 46.1 µM), without a hit: at the top dose activity change, negative = cell killing, hits mostly cytotoxic; actives 1.5% (n = 130,000); note: nearly all actives have a fitted effect of over 55% in size
p53ts 32C kill: cytotoxicity in p53ts cells at permissive temperature | AID 924 | Potency, µM (top dose mostly 46.1 µM), for inactives: at the highest dose activity change, negative = cytotoxicity, usual class: cytotoxic | actives 0.93% (n = 130,000) | H1299-p53A138V at 32C, ATP luminescence viability, 24 h;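 note: 0% = DMSO and -100% = full killing by reference compound; nearly all actives have a fitted effect of over 55% in size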
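Cells: H1299 p53ts (A138V), 600/well, pre-incubated 16–30 h at 37C. Cpd up to 46 uM, 24 h, 32C. Readout: ATPlite luminescence, 20 min RT. Normalization: DMSO vs tamoxifen 100 uM. AC50 by Hill equation.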
IkB signaling: suppresses IkB signaling in ABC-DLBCL reporter cells | actives 0.04% (n = 110,000) | ABC-DLBCL IkBa-CBG/CBR dual luciferase ratio, 4 h; response scale: scaled: untreated 0%, proteasome inhibitor 100% | Potency, µM (doses to about 57.1 µM), without a hit: at the highest dose IkBa stabilization activation; active = well fitted curve in the direction sought with a large enough effect in the signal ratio, not every such curve was filed as active; inconclusive = small, poorly fitted or top-dose-only effect, or a change in a side signal; the % refers to the signal ratio;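 note: the direction sought is a rising ratio; 0% = basal untreated cells and 100% = reference inhibitor full response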
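In this assay, an IκBα–CBG68 fusion accumulates when IKK-driven degradation is blocked; native CBR normalizes for cell number. OCI-Ly3 cells were treated 4 h with compound and doxycycline, then green and red light read after Chroma-Glo addition.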
Active calls of the source: *; ? = inconclusive; / = not tested or not shown; [ ] = another dose, or the depositor's remark. Unless noted, calls come from the whole dose curve; as a rule, active = well fitted curve in the direction sought with a large enough effect; inconclusive = small, poorly fitted or top-dose-only effect, or another doubt; inactive = no such curve, though single readings can be large; an effect the other way counts as inactive or inconclusive. Unless noted, % is set by controls: 0 for no effect and ±100 for the full control effect; potency is the fitted concentration of half-maximal effect.

Results follow in this order: Imprint erasure	p53ts 39C kill	p53ts 32C kill	IkB signaling
- CC(=O)NCCNc1cc(-c2ccccc2CN(C)C)ncn1
→ -8%	6%	2%	3.9%[11.4 µM]
- COc1ccccc1CNC(=O)c1ccc2c(c1)N(Cc1cccc(Cl)c1)C(=O)c1ccccc1S2(=O)=O
→ -5%[10.9 µM]	43%[activator]	11%	-0.9%
- CC(NC(=O)C1CCN(C(=O)c2ccc(-n3ccc4ccccc43)s2)CC1)c1ccccc1 (stereo not drawn)
→ -8%[10.9 µM]	-3%	5%	?
- O=C1CCC(C(=O)O)(c2ccccc2)C1 (stereo not drawn)
→ -4%	-10%	12%	1.0%
- COc1ccc(CNC(=O)Cn2ccc3cc(S(=O)(=O)N4CCCCCC4)ccc32)cc1OC
→ 9%[10.9 µM]	-11%	-5%	0.1%
- Cc1ccc2onc(CNC(=O)Nc3cc(F)ccc3F)c2c1
→ -9%[10.9 µM]	-9%	-5%	-2.9%
- Cc1c(-c2ccccc2)c(P(=O)(N2CCOCC2)N2CCOCC2)c2ccccn12
→ -2%	0%	9%	0.6%
- Cc1cc(C)c2c(CC(=O)Nc3ccc(S(=O)(=O)Nc4ncccn4)cc3)coc2c1
→ -7%[10.9 µM]	-13%	-1%	-1.0%
- CCOc1ccc2c(c1)sc1nc(=O)n(-c3ccc(Cl)c(Cl)c3)c(=O)n12
→ -13%[10.9 µM]	4%	-6%	?
- CN(C)c1cc2c(cc1NS(=O)(=O)c1ccccc1)n(C)c(=O)n2C
→ -16%[10.9 µM]	-4%	9%	-1.8%
- COc1ccc(C)c2sc(NC(=O)c3ccc(S(=O)(=O)N4CCCC4)cc3)nc12
→ -1%[10.9 µM]	?	-4%	?
- Cc1ccc(-n2c(Cc3cccn3C)nnc2SCC(=O)N2CCN(c3ccccc3)CC2)cc1
→ -21%	-11%	2%	1.0%
- Cc1nn(C)cc1C1Nc2ccccc2C(=O)N1O (stereo not drawn)
→ /	-8%	-6%	/
- c1ccc(-n2ncc(-c3nn[nH]n3)n2)cc1
→ -63%[inhibitor]	-3%	-14%	?
- CCOc1ccccc1N
→ -9%	-3%	11%[1.84 µM]	-2.3%
- Cc1ccccc1OCC(=O)Nc1ccccc1OCc1cc(=O)n2ccccc2n1
→ -3%[10.9 µM]	?	?	?
- CNC(=O)CN1C(=O)COc2ccc(S(=O)(=O)N3CCC(C)CC3)cc21
→ -7%[10.9 µM]	-1%	9%	-0.5%
- Cn1c(=O)c2c(n3c4ccccc4nc13)NC(=O)CC2c1ccccc1F (stereo not drawn)
→ -17%[10.9 µM]	-8%	-3%	-0.6%
- CC(OC(=O)CCCN1C(=O)c2ccccc2C1=O)C(=O)Nc1ncc(Cl)cc1Cl (stereo not drawn)
→ -9%	0%	-2%	-5.3%
- C/C(O)=C(/C#N)c1nc2ccccc2[nH]1
→ ?	-2%	0%	0.9%

Some of the entries above in another layout:
Molecule,Imprint erasure,p53ts 39C kill,p53ts 32C kill,IkB signaling
Cc1cc(C)c2c(CC(=O)Nc3ccc(S(=O)(=O)Nc4ncccn4)cc3)coc2c1,-7%[10.9 µM],-13%,-1%,-1.0%
CN(C)c1cc2c(cc1NS(=O)(=O)c1ccccc1)n(C)c(=O)n2C,-16%[10.9 µM],-4%,9%,-1.8%
CNC(=O)CN1C(=O)COc2ccc(S(=O)(=O)N3CCC(C)CC3)cc21,-7%[10.9 µM],-1%,9%,-0.5%
CCOc1ccc2c(c1)sc1nc(=O)n(-c3ccc(Cl)c(Cl)c3)c(=O)n12,-13%[10.9 µM],4%,-6%,?

The listing picks up, starting four compounds before the break.
Results follow in this order: Imprint erasure	p53ts 39C kill	p53ts 32C kill	IkB signaling
- CNC(=O)CN1C(=O)COc2ccc(S(=O)(=O)N3CCC(C)CC3)cc21
→ -7%[10.9 µM]	-1%	9%	-0.5%
- Cn1c(=O)c2c(n3c4ccccc4nc13)NC(=O)CC2c1ccccc1F (stereo not drawn)
→ -17%[10.9 µM]	-8%	-3%	-0.6%
- CC(OC(=O)CCCN1C(=O)c2ccccc2C1=O)C(=O)Nc1ncc(Cl)cc1Cl (stereo not drawn)
→ -9%	0%	-2%	-5.3%
- C/C(O)=C(/C#N)c1nc2ccccc2[nH]1
→ ?	-2%	0%	0.9%
- Cn1c(C2=C(O)CN(c3ccc4c(c3)OCCO4)C2=N)nc2ccccc21
→ 1%	0%	-8%	-0.5%
- Cc1ccc(NC(=O)NC(=O)CN2C(=O)NC3(CCc4ccccc43)C2=O)c(C)c1 (stereo not drawn)
→ -13%	-15%	8%	?
- CC(C)Oc1ccc(C(=O)Nc2nnc3n2CCS3)cc1
→ -69%[inhibitor][10.9 µM]	13µM*	?	1.6%
- CCCn1c(C)nc2c(NCCCN(CC)CC)nc(C)nc21
→ -6%	6%	6%	/
- CC1(NC(=O)C23CC4CC(CC(C4)C2)C3)CCS(=O)(=O)C1 (stereo not drawn)
→ -1%	2%	0%	1.5%
- CCOC(=O)c1sc(NC(=O)CSc2nnnn2-c2ccc(C)cc2C)nc1C
→ -4%	-4%	-22%	2.2%
- O=C(Cc1ccc(-n2cccc2)cc1)NC1CCCCC1
→ -8%	-14%	-8%	0.0%
- O=c1nc2n(c3c1oc1ccccc13)Cc1ccccc1-2
→ -2%	14%	10%	0.2%
- COC(=O)C(CC(=O)Nc1cc(C)ccc1C)Nc1ccccc1OC (stereo not drawn)
→ -2%	2%	-4%	0.3%
- COc1ccc(Cn2nnnc2C(c2ccccc2OC)N2CCC(C(N)=O)CC2)cc1 (stereo not drawn)
→ -10%	0%	9%	0.4%
- CC(C)CN1CCCC2(CCN(C(=O)c3cnccn3)CC2)C1
→ /	-2%	3%	-0.5%[11.4 µM]
- CCC(c1nnnn1Cc1ccco1)N1CCC(C(N)=O)CC1 (stereo not drawn)
→ -5%	10%	-11%	0.7%
- CCc1nn(CC(=O)NC2CC2)c(=O)c2cc3ccccc3n12
→ 1%[10.9 µM]	-30%	13%	-0.3%
- Cc1nc(N2CCOCC2)c2nc(-c3ccccc3)n(CCN3CCCC3)c2n1
→ 1%	0%	1%	/
- CCN(CC)S(=O)(=O)c1cccc(C(=O)Nc2ccccc2C(=O)Nc2ccc(OC)cc2)c1
→ -13%[10.9 µM]	-9%	-26%	?
- CCc1ccc(NS(=O)(=O)c2cc(-c3cnc(C4CC4)o3)ccc2C)cc1
→ 15%[10.9 µM]	20µM*	31%[activator]	14%
- CC(C)(C)S(=O)(=O)c1ccccc1C(=O)O
→ /	-2%	-5%	-1.1%
- COc1ccccc1NC(=O)C(C)N1CCN(C/C=C/c2ccccc2)CC1 (stereo not drawn)
→ -24%	-2%	17%	2.0%
- CCOc1ccc2nc(NC(=O)CSC3=NCCS3)sc2c1
→ -23%	?	?	2.4%
- CCOC(=O)C1C(=O)NC(SC)=C(C#N)C1c1ccccc1F (stereo not drawn)
→ 1%	-8%	0%	1.4%
- Cn1c(=O)c2c(nc(CN3CCC(C(N)=O)CC3)n2Cc2ccccc2Cl)n(C)c1=O
→ 3%	-5%	12%	3.0%
- Cc1cccc(OCCCCCn2ccnc2)c1
→ -18%	3%	-6%	-0.9%
- Cc1nc(NCC2CCCO2)c2oc3ccccc3c2n1 (stereo not drawn)
→ -18%	9%	3%	-1.1%
- O=C(NCc1ccc(F)cc1)C1CCC(=O)N1CCc1ccccc1 (stereo not drawn)
→ -2%	-2%	2%	-2.0%
- Cc1ccc(-c2nc3cc(Cl)ccc3o2)cc1NC(=O)COc1ccc(F)cc1
→ -10%[10.9 µM]	3%	9%	?
- CCc1ccc(-c2cn3c(n2)sc2cc(C(=O)NC4CCCCC4)ccc23)cc1
→ 7%[10.9 µM]	7%	2%	?
- CCc1ccc(NS(=O)(=O)c2ccc3oc(=O)c4ncn(CC)c4c3c2)cc1
→ -4%[10.9 µM]	13µM*	?	?
- COc1ccccc1CN1CC(C(=O)NCc2cccnc2)CC1=O (stereo not drawn)
→ 9%	5%	-7%	0.5%
- CCCCOC(=O)Cn1nnc2sc(-c3ccccc3)cc2c1=O
→ -10%[10.9 µM]	-13%	-5%	?
- CCc1ccc(CN(Cc2ccco2)c2cnc(S(C)(=O)=O)nc2C(=O)Nc2c(C)cccc2C)cc1
→ -11%[10.9 µM]	-4%	9%	?
- CCN(CC)CCCCn1c(-c2ccccc2)nc2c(N3CCOCC3)nc(C)nc21
→ -7%	-8%	-5%	/
- O=C(c1ccccc1)c1cc2ccccc2o1
→ 9%	-10%	-4%	1.0%
- Cc1cc(N2C(=O)C(=O)/C(=C(/O)c3ccc(Cl)cc3)C2c2cccc(Br)c2)no1 (stereo not drawn)
→ 5%	15%	-10%	0.6%
- Cc1ccc(Cl)cc1N1CCN(Cc2nc3c(c(=O)[nH]c(=O)n3C)n2Cc2ccccc2F)CC1
→ -13%	22%	6%	2.3%
- O=C(O)C[C@H](Cc1ccccc1Cl)C(=O)O
→ -14%[10.9 µM]	1%[9.22 µM]	-2%[9.22 µM]	0.9%[11.4 µM]
- CCc1ccc(CN2CCc3nc(N4CCN(c5ccccc5F)CC4)ncc3C2)cc1
→ -10%[10.9 µM]	-18%	-6%	-1.3%
- CCOc1ccc(OCC)c(NC(=O)C2COc3ccccc3O2)c1 (stereo not drawn)
→ -13%	-7%	-11%	0.1%
- Cc1ccc(C(=O)c2oc3ccccc3c2NC(=O)COc2ccccc2Cl)cc1
→ -6%[10.9 µM]	-1%	0%	0.2%
- COc1cccc2cc(C(C)N(CCCN3CCOCC3)C(=O)Nc3ccccc3)oc12 (stereo not drawn)
→ -19%	1%	-7%	-0.1%
- Cc1nc2ccccc2c2oc(C(=O)N3CCN(C4CCCCC4)CC3)cc12
→ -17%	9%	3%	-1.7%

Gathered by group, the compounds so far containing two or more sulfur atoms (three)
Results follow in this order: Imprint erasure	p53ts 39C kill	p53ts 32C kill	IkB signaling
- COc1ccc(C)c2sc(NC(=O)c3ccc(S(=O)(=O)N4CCCC4)cc3)nc12
→ -1%[10.9 µM]	?	-4%	?
- CCOC(=O)c1sc(NC(=O)CSc2nnnn2-c2ccc(C)cc2C)nc1C
→ -4%	-4%	-22%	2.2%
- CCOc1ccc2nc(NC(=O)CSC3=NCCS3)sc2c1
→ -23%	?	?	2.4%

The results go on:
Results follow in this order: Imprint erasure	p53ts 39C kill	p53ts 32C kill	IkB signaling
- CCOC(=O)C1CCCN(S(=O)(=O)c2ccc3c(c2)CCN3C(=O)CC)C1 (stereo not drawn)
→ -14%[10.9 µM]	0%	1%	?
- Cc1ccc2nc3c(cc(C(=O)NC4CCCCC4)c(=N)n3C(C)C)c(=O)n2c1
→ -14%[10.9 µM]	21%	-9%	-2.8%
- CN(C)/C=C1\C=C(c2ccccc2)OC1=O
→ -26%	-18%	-12%	15%
- Cc1nc(SCC(=O)Nc2ccccc2C(F)(F)F)c2c(=O)n(C)c(=O)n(C)c2n1
→ 17%	3%	5%	-0.7%
- Cc1cc2c(cc1S(=O)(=O)CCC(=O)Nc1ccc(OC(F)(F)F)cc1)OCC(=O)N2
→ -18%[10.9 µM]	-23%	-6%	6.2%
- Cc1ccc(Cl)cc1N1CCN(C(=O)CCS(=O)(=O)c2cc(Br)cc3c2N(C(=O)C2CC2)CC3)CC1
→ -12%[10.9 µM]	1%	18%	-1.1%
- CCOC(=O)CSC1=C(C#N)C(c2ccccc2)C(C(C)=O)=C(C)N1 (stereo not drawn)
→ -11%	-4%	-4%	1.6%
- CCc1cc2c(cc(C(=O)OC)n2Cc2nc(-c3ccc(C)cc3)oc2C)s1
→ -13%[10.9 µM]	-21%	5%	-3.4%
- O=C(Cn1cnc2c(cnn2-c2ccccc2)c1=O)OCc1ccccc1
→ -2%	-7%	-12%	?
- COc1ccc(CNC(=O)c2cc3cc(C)ccc3n2C)cc1
→ -8%[10.9 µM]	?	?	?
- CCN1C(C)=C(C(=O)OC)C(c2ccccc2)N2C(=O)[C@](O)(C(=O)OC)C(c3ccccc3)C(C(C)=O)=C12 (stereo partly drawn)
→ /	6%[9.22 µM]	-1%[9.22 µM]	/
- CCn1c(CNc2ccccc2Cl)nnc1SCC(=O)OC1CCCCC1
→ /	-6%	2%	-3.6%
- c1nnc(NCNc2nncs2)s1
→ -3%[10.9 µM]	-8%[9.22 µM]	1%[9.22 µM]	0.2%[11.4 µM]
- Cc1nnc2c3ccccc3nc(N3CCN(c4cccc(Cl)c4)CC3)n12
→ -4%[10.9 µM]	2%	6%	?
